Phagocyt inh – macrophage phagocytosis inhibition; J774A.1 macrophage IgG-bead phagocytosis, imaging; inhibition, % at 5 µM; 110,000 tested, 0.07% active; AID 1029;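 active = inhibition above the mean of the plate negative controls plus 5 SD, cut at about 13% in these data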;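 also: phagocytic index as fraction of beads internalized from green versus red external bead signal; plate controls were DMSO negative control for no effect and cytochalasin-D positive control for full effect; some results beyond the cut were filed as inactive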
NPY Y2 blocker – NPY-Y2 (human) receptor antagonism; 140,000 tested, 0.99% active; inhibition, % at 2.7 µM; NPY-Y2 expressing cells, antagonist mode; P49146; in the data active = inhibition above about 17%;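 also: 0% = vehicle with agonist challenge and 100% = reference antagonist with challenge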
Target sequence (P49146 whole entry, looked up): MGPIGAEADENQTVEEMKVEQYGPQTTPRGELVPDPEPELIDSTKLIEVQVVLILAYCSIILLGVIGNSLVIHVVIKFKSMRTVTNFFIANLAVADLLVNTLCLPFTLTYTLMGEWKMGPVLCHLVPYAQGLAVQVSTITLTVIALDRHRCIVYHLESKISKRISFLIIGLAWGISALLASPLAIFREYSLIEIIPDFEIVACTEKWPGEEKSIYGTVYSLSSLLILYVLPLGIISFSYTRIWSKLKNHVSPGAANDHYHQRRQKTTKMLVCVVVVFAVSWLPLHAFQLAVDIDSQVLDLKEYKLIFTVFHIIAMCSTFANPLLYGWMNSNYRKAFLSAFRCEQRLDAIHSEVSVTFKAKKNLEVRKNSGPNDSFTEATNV
Measles CPE – protection of cells from measles virus; Measles virus-infected cells, CPE protection, absorbance; protection (pct of control), % at 4 µM; 140,000 tested, 1.5% active; in the data active = protection mostly above about 24%, no sharp cut-off; inactive = mostly below about 26%; also: some compounds called inactive have numbers as strong as hits
E-sel TNF inh – TNF alpha driven E-selectin expression inhibition; HUVEC TNFa-induced E-selectin immunofluorescence, high content; inhibition, % at 2 µM; 120,000 tested, 0.71% active;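 active = inhibition above the batch mean plus 3 SD, and confirmed as a hit on visual image review, cut at about 43% in these data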;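 also: 0% = TNF-stimulated DMSO wells and 100% = unstimulated control wells; not every result past the cut was called active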
GALR2 antag – antagonists of human galanin receptor 2 (GALR2); GALR2-expressing cells, antagonist mode; inhibition, % at 4 µM; 140,000 tested, 0.39% active; in the data active = inhibition above about 27%;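 also: cells stimulated with galanin 1-16 at roughly its EC80; 0% = agonist challenge control and 100% = basal control without agonist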
Target sequence (O43603 whole entry, looked up): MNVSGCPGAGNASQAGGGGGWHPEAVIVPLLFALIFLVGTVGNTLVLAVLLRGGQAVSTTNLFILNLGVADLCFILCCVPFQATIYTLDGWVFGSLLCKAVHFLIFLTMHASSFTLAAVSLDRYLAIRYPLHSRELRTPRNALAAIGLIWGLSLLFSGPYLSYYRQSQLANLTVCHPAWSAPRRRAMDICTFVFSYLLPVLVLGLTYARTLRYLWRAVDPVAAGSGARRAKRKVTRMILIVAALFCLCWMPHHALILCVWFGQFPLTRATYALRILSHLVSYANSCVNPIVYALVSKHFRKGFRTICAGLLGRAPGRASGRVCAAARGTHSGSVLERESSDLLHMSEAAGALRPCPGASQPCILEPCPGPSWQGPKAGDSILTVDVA
HCT116 bCat-KO – beta-catenin-lacking colon tumor cell growth suppression. 140,000 tested, 1.5% active. AID 818. HCT116 beta-catenin knockout viability, CellTiter-Glo, 60 h; stronger effect = lower value. viability, % at 10 µM;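 active = viability at or under a set limit, the compound median less 4 SD, cut at about 6% in these data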;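 also: 0% = Hyamine 1622 control at 20 µM and 100% = untreated cell control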
Yeast growth inh – reduces growth of yeast BB579 in restrictive medium; S. cerevisiae BB579 growth, OD615, 48 h; AID 804; 140,000 tested, 0.51% active; inhibition, % at 10 µM;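 active = inhibition above a set limit, 3 SD over the mean compound inhibition, cut at about 44% in these data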; also: inactives centre near -24
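Test system: DeaD yeast strain BB579 / Buffer or medium: restrictive glucose-based CSMM-D medium / Doses: single 10 µM dose / Schedule: 4 h cell preincubation, 48 h compound exposure, 30 °C humidified / Technique: culture absorbance at 615 nm / Controls: amphotericin B positive control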
HCT116 PTEN-null – PTEN-deleted cell growth suppression; HCT116 PTEN-null viability, CellTiter-Glo, 60 h; stronger effect = lower value; viability, % at 10 µM; 140,000 tested, 1.2% active; AID 827;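 active = viability at or below a set limit, 4 SD under the median of all tested compounds, cut at about 3.7% in these data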;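 also: PTEN knockout HCT116 line with beta catenin targeted HCT116 as companion control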
Yeast lifespan up – extends the lifespan of yeast; inhibition of the nicotinamide effect, % at 10 µM; AID 775; 130,000 tested, 0.68% active; S. cerevisiae growth with nicotinamide, OD615; deaD strain in restrictive glucose medium;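 active = inhibition above a set limit, placed 3 SD over the median of all compounds, cut at about 26% in these data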;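 also: 0% = nicotinamide-treated wells and 100% = cells grown without nicotinamide; some compounds called inactive have numbers as strong as hits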
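System: DeaD-strain S. cerevisiae / Buffer or medium: CSMM-D, restrictive glucose (dextrose) synthetic minimal medium / Probe or stimulus: nicotinamide, 1.5 mM, co-present with compound / Compound: one concentration, 10 µM, DMSO 0.25% / Incubation: 48 h compound exposure at 30 °C, humidified / Technique: optical density (absorbance) at 615 nm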
MRP1 act – activators of MRP-1; H69AR cells + doxorubicin, viability rescue, CellTiter-Glo; viability increase, % at 10 µM; 140,000 tested, 0.61% active;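 active = viability gain under doxorubicin at or above a set limit, the compound median plus 3 SD, cut at about 4.7% in these data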;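 also: MRP-1 overexpressing cells given doxorubicin 25 µM after compound pretreatment; 18-22 h compound pretreatment then 72 h with doxorubicin before readout; 0% = doxorubicin-only wells and 100% = vehicle-treated cells without doxorubicin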
Active calls of the source: *; . = not tested or not shown.

Each structure is followed by: Phagocyt inh	NPY Y2 blocker	Measles CPE	E-sel TNF inh	GALR2 antag	HCT116 bCat-KO	Yeast growth inh	HCT116 PTEN-null	Yeast lifespan up	MRP1 act
- CCNC(=O)CC1SC(=Nc2ccc(C)cc2)NC1=O (stereo not given)
 : 3	2	8	.	16	94	-25	104	-3	0.1
- Cc1ccc(NC(=O)CCC(=O)OC(C(=O)c2ccc(C)c(C)c2)c2ccccc2)c(C)c1 (stereo not given)
 : .	2	7	7	-5	94	-1	97	-21	-2.4
- O=C(CSc1nnc(-c2cccnc2)n1-c1ccccc1)N1CCN(c2ccc(F)cc2)CC1
 : 0	1	7	24	2	92	-22	81	10	-4.1
- Cc1cccc(C)c1NC(=O)c1cccc(COc2cc(Cl)ccc2Cl)c1
 : -3	8	11	.	9	99	-24	95	7	-2.1
- Cc1ccccc1OCCn1cc(/C=C(\C#N)C(=O)NCc2ccco2)c2ccccc21
 : -5	9	28	.	-5	97	-32	102	5	-2.2
- O=C(CSc1nnnn1-c1ccc(Cl)cc1)NNC(=O)c1ccc([N+](=O)[O-])cc1
 : 1	2	3	17	-5	97	-31	98	10	-0.4
- COc1ccccc1N1CCN(C(=O)CSc2nc3ccccc3[nH]2)CC1
 : 0	2	14	17	-5	109	-57	109	-8	-0.7
- CCOC(=O)CSC1=C(C#N)C(c2ccc(OC)cc2)C2=C(CC(C)(C)CC2=O)N1 (stereo not given)
 : 3	1	10	.	-3	74	-26	81	-17	-6.2
- C=CCc1ccc(OCCOCCOc2ccc(C)cc2[N+](=O)[O-])c(OC)c1
 : .	6	6	1	-9	82	-35	80	-19	-1.6
- CCOC(=O)C1=C(C)N=C2SC(C)C(=O)N2C1c1ccc(OC(C)=O)c(OCC)c1 (stereo not given)
 : -2	1	6	.	-50	97	-24	97	-2	4.3
- CCN(c1ccccc1)S(=O)(=O)c1ccc(OCC(=O)Nc2cc(C)on2)cc1
 : 0	3	6	11	2	94	-16	99	-9	1.1
- Cc1ccccc1-n1nnnc1SCC(N)=O
 : -2	4	22	.	0	103	8	99	-6	-2.5
- COc1ccc(OC)c(NC(=O)C2CCN(S(=O)(=O)c3cccs3)CC2)c1
 : 0	1	10	13	0	99	-19	100	-5	-0.9
- COC(=O)c1cc(OC)c(OC)cc1NC(=S)Nc1cc(Cl)ccc1OC
 : -3	3	.	.	-7	89	-31	78	1	-1.9
- CC(C)c1ccc(NCCC(=O)c2cccs2)cc1
 : -5	0	5	.	5	94	-7	79	-6	-0.5
- CCOc1ccc(Cl)cc1/C=N/O
 : 0	10	10	.	2	87	-33	99	-14	0.7
- O=C(Nc1ccccc1)Nc1ccc(Br)cc1F
 : -2	1	13	-1	17	80	-15	73	-7	2.3
- COc1ccc(C(=O)NC(=S)Nc2ccc(NC(=O)c3ccco3)cc2)cc1[N+](=O)[O-]
 : -11	19*	6	-3	0	87	-26	90	7	-1.4
- O=C(Nc1ccc(C(=O)N2CCCC2)cc1)c1ccccc1F
 : 0	2	3	-23	7	89	4	79	-22	0.8
- O=C(c1cc2n(n1)C(C(F)(F)F)CC(c1ccco1)N2)N1CCN(c2ccccn2)CC1 (stereo not given)
 : 1	3	12	-27	8	98	-40	101	6	-1.8
- CC(=O)Nc1ccc(/C(C)=N/NC(=O)CN(c2ccccc2Br)S(C)(=O)=O)cc1
 : -2	1	19	-5	12	101	-7	106	-2	-0.2
- CSc1nnc(-c2sccc2OCc2ccc(C)cc2)n1C
 : -4	4	19	15	0	84	-42	81	-3	-3.4
- O=[N+]([O-])c1ccc(NC(=S)N2CCOCC2)cc1
 : -2	0	9	.	5	91	-36	97	2	1.0
- CC(=O)c1cccc(NC(=O)c2ccco2)c1
 : 0	1	15	.	-3	105	-61	108	-17	-0.6
- COc1ccc(N(CC(=O)NCCSc2ccccn2)S(C)(=O)=O)cc1Cl
 : 0	4	17	.	8	88	-1	94	-18	-2.9
- O=C(Nc1cccc2ccccc12)c1onc2c1CCCC2
 : 0	4	9	-18	-5	1.3*	-27	0.3*	-15	-1.6
- O=C(NCC(=O)N(Cc1ccccc1)C(C(=O)NC1CCCCC1)c1ccco1)c1ccco1 (stereo not given)
 : .	9	3	2	0	90	7	86	.	-4.3
- COc1ccc(OCc2cccc(C(=O)N3CCCC3)c2)cc1
 : .	6	15	-4	-11	88	-21	90	-3	-4.1
- CC(C)c1ccc2oc(=O)cc(CN3CCN(c4ccccc4)CC3)c2c1
 : 0	1	3	-19	-2	75	-29	69	-18	-0.4
- N=c1n(CCO)c2ccccc2n1CCOc1ccccc1
 : -1	5	21	3	0	67	-28	62	-7	-2.8
- Cc1cccc(N2C(=O)CC(N3CCOCC3)C2=O)c1 (stereo not given)
 : -2	0	18	4	0	66	-10	62	-15	3.2
- O=C(CCCN1C(=O)/C(=C/c2ccccc2Cl)SC1=S)Nc1ccccn1
 : -7	9	34	.	-2	10	-38	8	-9	-4.0
- CCS(=O)(=O)c1ccc(NC(=O)c2ccccc2Cl)c(O)c1
 : 0	1	15	25	10	98	-67	107	-10	-0.6
- O=C(c1cc2cc(Cl)cc(Cl)c2oc1=O)N1CCOCC1
 : -1	-1	13	-22	24	98	6	112	.	-0.7
- Cc1ccc(C)c(OCCn2cc(/C=C(\C#N)C(=O)NCc3cccs3)c3ccccc32)c1
 : 0	1	2	.	8	73	-76	74	-10	-0.5
- Cc1ccccc1NC(=O)C1CCCN1C(=O)NC1CCCCC1 (stereo not given)
 : -4	0	6	4	-6	108	-39	114	-7	0.3
- COc1ccc(-c2nc(C3CCCCC3)no2)cc1OC
 : .	2	7	.	-15	83	-10	74	-9	0.5
- CCCCCC(=O)NNC(=O)c1ccc(F)cc1
 : -6	2	8	.	-2	100	-24	108	1	-0.4
- O=C(CCNS(=O)(=O)c1ccccc1C(F)(F)F)NCc1ccc2c(c1)OCO2
 : .	2	18	35	-5	90	-5	101	-1	-1.4
- CC(C)C(=O)Nc1cc(C(F)(F)F)ccc1N1CCOCC1
 : -1	0	2	-15	4	100	-7	106	-7	-3.1
- COc1ccc(/C(O)=C2\C(=O)C(=O)N(CCN3CCOCC3)C2c2ccccc2OC)cc1 (stereo not given)
 : -9	-1	14	42	-5	86	-26	90	-6	0.5
- O=C(CCC(=O)N(CC(=O)NC1CCCCC1)c1ccc2c(c1)OCO2)Nc1ccccn1
 : 0	1	5	-31	11	85	-39	94	-4	-4.2
- COc1cc(CC(=O)Nc2sccc2C(N)=O)cc(OC)c1OC
 : 2	4	0	-7	5	80	-8	80	-10	-1.6
- COc1ccc(C(=O)OCC(=O)NC(C)(C)C)cc1[N+](=O)[O-]
 : 0	2	14	.	2	94	-22	100	5	-1.3
- COc1ccc(N(CC(=O)NCc2ccco2)S(C)(=O)=O)cc1
 : -3	-2	3	12	7	92	15	92	-3	-0.3
- CCOC(=O)c1c(NC(=O)Cc2cccs2)sc2c1CCCC2
 : -1	6	18	.	0	107	-29	94	-13	-2.1
- Cc1c(C(c2cccc([N+](=O)[O-])c2O)c2c(C)n(C)n(-c3ccccc3)c2=O)c(=O)n(-c2ccccc2)n1C
 : .	1	4	35	-1	79	0	92	-11	-0.4
- O=C(O)Cc1ccc(-c2ccccc2)cc1
 : .	9	16	.	4	92	11	97	-2	-1.0
- Cc1cc(N2CCOCC2)nc(NCc2ccccc2)n1
 : 1	5	26	11	21	93	-22	75	-7	-1.6
- O=[N+]([O-])c1ccc(/C=N\N2CCN(c3ccc(Cl)cc3)CC2)cc1
 : -1	3	21	.	-7	101	-65	100	-4	0.7
- O=C(COC(=O)c1ccc2c(c1)OCO2)Nc1ncc(Cl)cc1Cl
 : -6	4	2	.	5	101	-24	102	6	0.1
- COc1cccc(Nc2nc(N)nc(C(F)(F)F)n2)c1
 : -1	9	5	.	8	97	-18	82	-21	-0.7
- CC(=O)N1CCN(c2ccc(NC(=O)c3ccc(C)cc3)cc2)CC1
 : 5	0	5	15	-3	92	-46	89	-5	-1.6
- O=C(Oc1cccc(Nc2ncnc3ccccc23)c1)c1ccccc1Cl
 : -2	4	5	-45	3	70	-51	72	-2	-1.5
- COc1ccc(/C(O)=C2/C(=O)C(=O)N(CC3CCCO3)C2c2cccc(OC)c2)cc1 (stereo not given)
 : .	1	7	-17	0	101	-50	97	-7	-2.0
- CCc1nnc(NC(=O)c2ccc(S(=O)(=O)N3CCN(Cc4ccccc4)CC3)cc2)s1
 : 0	1	19	-40	2	83	-48	89	-7	0.5
- O=C(Nc1nc2c(cc3c4c(cccc42)CC3)s1)c1ccccc1Cl
 : .	0	10	36	9	89	-36	71	-2	-1.5
- O=C(Nc1ccc2c(c1)nc1n2CCN(C2CCCCC2)C1)NC1CCCCC1
 : .	0	12	-61	-13	89	-20	103	10	-5.4
- CCOC(=O)N1CCN(C(=O)c2ccc(S(=O)(=O)c3ccc(C)cc3)c(NC(C)=O)c2)CC1
 : .	1	13	.	9	91	-18	93	-7	-1.4
- COc1cc(S(=O)(=O)NCCN2CCOCC2)c(OC)cc1Cl
 : 2	-1	13	-2	-8	97	-54	99	-9	-1.0

Additional compounds
Each structure is followed by: Phagocyt inh	NPY Y2 blocker	Measles CPE	E-sel TNF inh	GALR2 antag	HCT116 bCat-KO	Yeast growth inh	HCT116 PTEN-null	Yeast lifespan up	MRP1 act
- CCOC(=O)c1sc2nc(N3CCCC3)c3c(c2c1N)CC(C)(C)OC3
 : 2	-2	21	7	-6	92	-53	85	4	1.1
- O=C(Cc1ccc(Br)cc1)Nc1ccccc1Cl
 : -1	3	5	12	-16	106	-52	98	2	-1.5
- Cc1cc(Nc2ccccc2)nc(-c2ccccc2O)n1
 : -3	-5	18	-14	14	45	-17	28	-25	-3.2
- C=CCNc1nc(N2CCOCC2)nc(N2CCOCC2)n1
 : .	1	3	4	8	93	-7	101	.	-2.0
- O=S(=O)(/N=C(/Nc1cccc2ccccc12)c1ccccc1)c1cccs1
 : 0	4	11	-7	0	83	-46	69	6	-1.8
- Cc1noc(C)c1CSc1nc2[nH]ncc2c(=O)n1-c1ccccc1
 : .	7	5	-17	-9	17	6	19	-14	-5.2
- Cc1ccc(S(=O)(=O)NC(CC(=O)NCC2CCCO2)c2ccco2)cc1 (stereo not given)
 : -1	1	16	.	-6	89	-2	104	-4	-0.7
- N#C/C(=C\c1ccc(Sc2ccccc2)o1)c1nc2ccccc2[nH]1
 : -2	3	5	8	25	89	-69	91	2	-0.8
- O=C(CN1CCN(S(=O)(=O)c2ccccc2)CC1)Nc1ccccc1C(=O)c1ccccc1
 : -14	5	18	.	-1	52	-18	57	-1	-2.2
- CCc1nnc(NC(=O)CSc2ncnc3scc(-c4ccc(C)cc4)c23)s1
 : .	3	32	38	-6	89	-44	92	-9	-1.2
- CCc1cc2ccc(C)cc2nc1SCC(=O)NNC(=O)c1ccco1
 : -4	1	20	.	-1	101	-30	93	6	-3.0
- CCCc1nc2scc(-c3ccccc3)c2c(=O)n1N
 : -1	-1	20	9	5	81	7	72	-9	-1.2

Screening results as filed in PubChem BioAssay.
